From PubChem
CBFb-RUNX1 inh: blocks binding between human CBF-beta and RUNX1; Q01196+Q13951; AlphaScreen CBFb-His/RUNX1-biotin binding, biochemical; Potency, µM (titrated, usually from 59.8 µM), without a hit: top-dose activity, negative = inhibition, hits mostly inhibitors; 230,000 tested, under 10 active; note: % of control where 0% means no effect
Target sequence (Q01196 whole entry, looked up): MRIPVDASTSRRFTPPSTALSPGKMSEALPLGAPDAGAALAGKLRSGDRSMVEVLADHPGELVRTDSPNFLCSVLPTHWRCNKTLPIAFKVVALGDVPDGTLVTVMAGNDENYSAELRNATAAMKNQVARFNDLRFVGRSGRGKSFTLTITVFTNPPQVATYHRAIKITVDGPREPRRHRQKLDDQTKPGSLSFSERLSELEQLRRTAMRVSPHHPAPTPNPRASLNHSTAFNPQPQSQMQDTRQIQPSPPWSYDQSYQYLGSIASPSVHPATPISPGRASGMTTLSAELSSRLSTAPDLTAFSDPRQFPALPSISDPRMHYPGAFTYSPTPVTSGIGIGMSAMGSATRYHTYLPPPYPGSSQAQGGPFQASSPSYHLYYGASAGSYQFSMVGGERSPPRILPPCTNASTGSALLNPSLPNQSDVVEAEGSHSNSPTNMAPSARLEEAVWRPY
Target sequence (Q13951 whole entry, looked up): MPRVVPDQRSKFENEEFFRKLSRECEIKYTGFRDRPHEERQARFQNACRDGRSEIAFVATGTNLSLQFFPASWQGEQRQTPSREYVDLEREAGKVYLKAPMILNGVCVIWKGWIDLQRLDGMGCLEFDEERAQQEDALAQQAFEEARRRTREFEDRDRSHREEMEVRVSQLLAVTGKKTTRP
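Interaction loss through any mechanism counts as activity. Pre-formed complex of His-CBF-beta and biotin-RUNX1 (30 nM apiece) is incubated with compound 15 min, then with 50 ng nickel and 50 ng streptavidin beads for 90 min before AlphaScreen detection.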
KinaseGlo FLuc: counter-screen: inhibitors of Kinase-Glo firefly luciferase; Q27757; Kinase-Glo luciferase, ATP luminescence, 8 min; Potency, µM (top dose mostly 38.3 µM), inactives show top-dose activity change, negative = inhibition, hits mostly inhibitors; 200,000 compounds, 0.28% hits; AID 1379; note: potency is the fitted concentration of half-maximal effect; % is set by controls: 0 for no effect and ±100 for the full control effect; nearly all actives have a fitted effect of over 60% in size
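Light output from Kinase-Glo luciferase with luciferin and 10 uM ATP in 50 mM imidazole pH 7.2, KCl, MgCl2, Tween 20, BSA; compound pin-delivered, 8-min ambient incubation, then luminescence read.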
NPSR antagonist: blocks cAMP signaling of the human neuropeptide S receptor; Potency, µM (series often up to 38.3 µM), inactives show at the highest dose activity change, negative = inhibition, hits mostly inhibitors; CHO-NPSR cells, cAMP TR-FRET, antagonist mode; Q6W5P4; 220,000 compounds, 1% hits; AID 1461; note: potency is the fitted concentration of half-maximal effect; % is set by controls: 0 for no effect and ±100 for the full control effect; nearly all actives have a fitted effect of over 50% in size; many of its hits are not listed in these tables
Target sequence (Q6W5P4 whole entry, looked up): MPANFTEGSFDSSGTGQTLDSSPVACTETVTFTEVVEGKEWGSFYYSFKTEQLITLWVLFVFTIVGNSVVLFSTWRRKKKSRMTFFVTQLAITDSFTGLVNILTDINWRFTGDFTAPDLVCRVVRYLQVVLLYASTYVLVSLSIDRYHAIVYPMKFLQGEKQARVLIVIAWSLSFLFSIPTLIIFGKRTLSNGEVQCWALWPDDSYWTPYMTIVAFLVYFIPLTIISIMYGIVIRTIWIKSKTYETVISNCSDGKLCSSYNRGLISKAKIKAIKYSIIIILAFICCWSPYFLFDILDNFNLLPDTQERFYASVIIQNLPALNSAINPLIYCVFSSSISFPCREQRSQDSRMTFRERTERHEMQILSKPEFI
Epigenetic derep: derepresses silenced GFP reporter in murine cells; 280,000 compounds, 0.2% hits; Potency, µM (highest dose often 53.9 µM), without a hit: at the top dose GFP activation, usual class: activators; murine LDR cells, GFP reporter derepression, 30 h; AID 1865; note: potency is the fitted concentration of half-maximal effect; % of control where 0% means no effect; nearly all actives have a fitted effect of over 60% in size
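Readout is the number of GFP-expressing murine LDR cells, counted by cytometry following washing. Cells were treated with compound for 30 h at 37 C; the stably integrated CMV-GFP locus is normally silent.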
LMNA splice mod: modulators of lamin A splicing; HeLa LMNA splicing GFP/RFP minigene ratio, 48 h; Potency, µM (titrated, usually from 46.1 µM), for inactives: at the highest dose ratio change, negative = inhibition, hits mostly inhibitors; 200,000 compounds, 0.01% hits; AID 1487; active = well fitted inhibition curve with a large enough effect in the signal ratio, with a control signal flat, not every such curve was filed as active; inconclusive = small, poorly fitted or top-dose-only effect, or effect the other way, or a change in a side signal; the % refers to the signal ratio; note: potency is the fitted concentration of half-maximal effect; % is set by controls: 0 for no effect and ±100 for the full control effect
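S3 HeLa stable clones carrying a lamin A-EGFP splicing minigene plus DsRed2 were seeded at 600 cells/well in Opti-MEM with 2% FBS, pin-dosed and incubated 48 h at 37°C. Acumen cytometry (488 nm) gave the GFP/RFP total-intensity ratio.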
aGal spleen mod: alpha-galactosidase A (human) modulation. P06280. human spleen homogenate, 4MU-alpha-Gal fluorescence, 40 min. Potency, µM (highest dose often 80 µM), for inactives: at the highest dose activity change, negative = inhibition, hits mostly inhibitors. 240,000 compounds, 0.008% hits. AID 2107;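 note: potency is the fitted concentration of half-maximal effect; 0% = enzyme with vehicle and -100% = no enzyme basal signal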
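qHTS titration in buffer at pH 5.0. Alpha-galactosidase activity in spleen homogenate was measured via 4-methylumbelliferone release from 1 mM fluorogenic substrate after 40 min at 37C and a pH 10 stop. AC50 came from Hill fits of control-normalized data.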
IMPase Li cell: membrane-permeable IMPase blocker, potentiated with lithium. CHO-M1 cells, IP1 TR-FRET (IP-One), carbachol + lithium. Potency, µM (highest dose often 59.4 µM), for the others: at the top dose activity, negative = IMPase inhibition, usual class: inhibitors. 210,000 compounds, 0.35% hits;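 note: IP1 builds up when IMPase is blocked and the TR-FRET signal falls; potency is the fitted concentration of half-maximal effect; plate controls were basal vehicle for no effect and high inhibitor control for full effect; nearly all actives have a fitted effect of over 50% in size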
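Test compounds were applied to CHO-M1 cells previously cultured for 16–30 h at 2000 per well. A small lithium amount accompanied them; after 30 min at 37C, IP1 was quantified by TR-FRET.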
An asterisk follows results filed as active; ? = inconclusive; · = no result given; [ ] = another dose, or the depositor's remark. Unless noted, calls come from the whole dose curve; as a rule, active = well fitted curve in the direction sought with a large enough effect; inconclusive = small, poorly fitted or top-dose-only effect, or another doubt; inactive = no such curve, though single readings can be large; an effect the other way counts as inactive or inconclusive. Only part of the results is shown. The share of hits here may be higher or lower than overall.

no. | Molecule | CBFb-RUNX1 inh | KinaseGlo FLuc | NPSR antagonist | Epigenetic derep | LMNA splice mod | aGal spleen mod | IMPase Li cell
1 | N#CC1(NC(=O)COc2ccc3oc4ccccc4c3c2)CCCCC1 | -3% | 2% | 0% | -1.0% | 5% | 0% | 2%
2 | O=C(O)c1cc2ncc(-c3[nH]ncc3[N+](=O)[O-])cn2n1 | -3% | · | 18% | 2.4% | · | -1% | -3%
3 | CC1=CC(C)C2(CO)COC(c3ccc(O)cc3)C1C2C (configuration not stated) | 1% | 1% | -2% | -0.5% | ? | -3% | 7%
4 | O=C(Nc1cccc(Cl)c1)c1ccc2c(c1)SC1=NS(=O)(=O)CCN12 | 2% | -1% | -56% | ? | ? | 1% | 3%
5 | CN(CCOC(=O)/C=C/c1ccco1)Cc1ccccc1 | ? | -4% | -21% | -11% | 2%[46 µM] | -8% | 8%
6 | CC(=O)N1CCN(Cc2ccc(Br)s2)CC1 | 17% | -1% | -7%[46.1 µM] | 3.1% | 7% | -2% | 7%[38.3 µM]
7 | O=C1CC(c2ccccc2)CC(O)=C1C=Nc1ccc(O)cc1 (configuration not stated) | 5% | -4% | -37% | 1.6% | -26%[46 µM] | 9% | 13%
8 | O=c1[nH]cnc2c1c(-c1ccccc1)cn2-c1ccc(F)cc1 | 1% | 1% | -8% | 0.0% | 1% | -5% | 10%
9 | O=C(Cc1cccs1)N1CCCC(c2nc3c(nnn3Cc3ccccc3Cl)c(=O)[nH]2)C1 (configuration not stated) | -2% | -4% | -29%[46.1 µM] | -1.0% | 25% | -3% | 23%[38.3 µM]
10 | c1ccc(Cn2cnc3ccccc32)cc1 | 4% | 2% | -3%[46.1 µM] | 1.2% | -12% | 9% | 1%
11 | Cc1ccc(/C=N/n2c(-c3ccncc3)n[nH]c2=S)s1 | 1% | · | 15% | 0.0% | · | -12% | ·
12 | CN(C)Cc1nc(-c2cn(C)c3ccccc23)no1 | 11% | · | · | 1.1% | · | -4% | 8%
13 | CC1C(=O)CC(c2ccccc2)NC1c1ccccc1 (configuration not stated) | 9% | -1% | 2%[46.1 µM] | -7.0% | -2% | 0% | 23%[38.3 µM]
14 | CC(=O)N1CCC[C@H]1C(=O)O | -2% | 2% | 10% | -0.4% | 1%[46 µM] | -5% | 2%
15 | CCc1cccc(CC)c1NC(=O)CN1CCN(c2ccccc2)CC1 | 12% | · | -2%[46.1 µM] | ? | -3% | 5% | ·
16 | CN(C(=O)c1ccncc1)c1ccccc1 | 16% | -7%[7.66 µM] | 9% | 1.0% | · | 3% | 0%
17 | COc1ccccc1N1CCN(/N=C/C=C\c2ccccc2[N+](=O)[O-])CC1 | · | 0% | -25% | 2.6% | ? | -4% | 18%
18 | Cc1cc(C)n(C2CCCCC2OC(=O)CCc2ccccc2)n1 (configuration not stated) | 18% | · | -5% | 3.0% | · | 5% | ·
19 | COC(=O)c1ccc(NC(=O)c2ccccc2N(C)S(=O)(=O)c2ccccc2)cc1 | 0% | -3% | 7%[46.1 µM] | 2.2% | 2% | 10% | 44%[activator][38.3 µM]
20 | O=C(CSc1ccc(Br)c2cccc(Cl)c12)Nc1ccc(S(=O)(=O)Nc2nccs2)cc1 | -27% | 8% | -49% | -1.9% | ? | 3% | -22%
21 | COc1ccc(NS(=O)(=O)c2cc(S(C)(=O)=O)ccc2C)cc1 | 6% | -4% | 5% | 1.0% | ? | -7% | 1%
22 | CCCCOc1ccc(/C=N/NC(=O)C2CCCNC2=O)cc1 (configuration not stated) | 12% | · | -9% | -0.3% | · | 2% | ·
23 | S=C(NCCCn1ccnc1)Nc1ccc(Cl)cc1Cl | -6% | 1% | 1% | 0.1% | 0%[46 µM] | 0% | 5%
24 | CN(CCCNC(=O)CSc1cc(=O)n(C)c2ccc(Cl)cc12)Cc1ccccc1 | -5% | -1% | -30% | 2.6% | · | -12% | -4%

Whole records as entered above:
Record of CN(C(=O)c1ccncc1)c1ccccc1 : CBFb-RUNX1 inh: 16%; KinaseGlo FLuc: -7%[7.66 µM]; NPSR antagonist: 9%; Epigenetic derep: 1.0%; LMNA splice mod: ·; aGal spleen mod: 3%; IMPase Li cell: 0%
Record of CCCCOc1ccc(/C=N/NC(=O)C2CCCNC2=O)cc1 (configuration not stated) : CBFb-RUNX1 inh: 12%; KinaseGlo FLuc: ·; NPSR antagonist: -9%; Epigenetic derep: -0.3%; LMNA splice mod: ·; aGal spleen mod: 2%; IMPase Li cell: ·

(listing goes on)
no. | Molecule | CBFb-RUNX1 inh | KinaseGlo FLuc | NPSR antagonist | Epigenetic derep | LMNA splice mod | aGal spleen mod | IMPase Li cell
25 | CC(C)CN(CC(C)C)S(=O)(=O)N1CCC(C(=O)NC2CCCCCCC2)CC1 | 3% | 0% | -7%[46.1 µM] | 1.2% | -8% | 5% | 5%[38.3 µM]
26 | Cc1onc(-c2ccccc2)c1C(=O)c1c[nH]c(C(=O)NCc2ccncc2)c1 | 17% | -2% | -2% | 2.4% | -2%[46 µM] | 6% | 7%
27 | COc1ccc(OCC(O)CON2C(=O)c3ccccc3C2=O)cc1 (configuration not stated) | 6% | -1% | -8%[46.1 µM] | -1.1% | 11% | 0% | 26%[38.3 µM]
28 | CC(=O)Cn1nnc(-c2ccc(C(F)(F)F)cc2)n1 | 0% | · | -9%[7.67 µM] | -0.3% | · | 1% | ·
29 | COc1ccc(/C=N/N2CCOCC2)cc1Cn1cc([N+](=O)[O-])cn1 | 2% | · | 7% | 10% | · | 1% | ·
30 | Cc1nc(SCCOc2ccc(F)cc2)c2ccccc2n1 | -13% | -3% | -4% | 0.9% | · | -2% | 15%
31 | Cc1ccc(C(=O)OC2CCCN(C)C2)cc1 (configuration not stated) | -5% | -3% | -13% | 5.0% | · | 7% | 3%
32 | CN1CCN(S(=O)(=O)c2ccc3c(c2)NC(=O)C2CCCN32)CC1 (configuration not stated) | 3% | 1% | -11%[46.1 µM] | -0.9% | 1% | 6% | 0%[38.3 µM]
33 | CCCCC(CC)COP(=O)(OCC(CC)CCCC)OCC(CC)CCCC (configuration not stated) | 3%[21.7 µM] | · | · | · | · | 1% | 7%
34 | O=[N+]([O-])c1cc(Cl)ccc1Sc1ccccn1 | -6% | · | -3% | -3.2% | · | -1% | ·
35 | O=C(Nc1cccc2ncccc12)c1ccc(OCc2ccccc2)cc1 | 6% | 1% | 11% | -3.6% | -19%[46 µM] | 5% | 12%
36 | Cc1ncsc1C(=O)NCc1ccc(N2CCCC2=O)cc1 | 5% | -2% | 2%[46.1 µM] | 2.9% | -11% | -2% | -4%[38.3 µM]

Next structures follow:
Value order – CBFb-RUNX1 inh, KinaseGlo FLuc, NPSR antagonist, Epigenetic derep, LMNA splice mod, aGal spleen mod, IMPase Li cell
[37] COc1ccc(N2CCN(C(=O)CSc3nnc(-c4ccco4)n3C)CC2)cc1
  -1%, -2%, -14%, 4.3%, ?, 3%, -2%
[38] CC(=Nc1ccccc1)C1=C(O)CC(C)(C)CC1=O
  -2%, ·, 24%, -1.3%, ·, 1%, -2%
[39] Cc1ccc(C(=O)NC(=S)NNS(=O)(=O)c2ccc(C)cc2)cc1
  0%, 1%, -17%, -1.1%, 8%, 5%, 1%
[40] O=C(Nc1ccccc1)Nc1nnc(CSCc2ccccc2Cl)s1
  -4%, 0%, -15%, -1.0%, ?, 3%, 9%
[41] COc1ccccc1NS(=O)(=O)c1cccc(C(=O)N/N=C/c2ccc(N3CCOCC3)cc2)c1
  -1%, -1%, -2%, 0.0%, -3%, 0%, -7%
[42] CCOC(=O)c1cnc2ccc(C)cc2c1Nc1ccc(N2CCOCC2)cc1
  ?, -6%, ?, 1.3%, ?, -12%, 39%[activator][38.3 µM]
[43] CCOC(=O)c1ccccc1NC(=O)c1c(F)c(F)c(F)c(F)c1F
  21%, 0%, ?, -2.9%, 14%, -3%, 23%[38.3 µM]
[44] CC(=O)Nc1ccc(N2CCN(C(C)=O)CC2)cc1
  3%, -6%, -23%[46.1 µM], -1.1%, 1%, 5%, 5%[38.3 µM]
[45] CC(C)[C@@H](OCc1ccccc1)[C@H](C)/C=N\OC[C@@H](C)[C@H](OCc1ccccc1)C(C)C
  17%[13.1 µM], ·, ·, 4.5%[10.1 µM], ·, 4%[17.5 µM], ·
[46] CCOC(=O)c1ccc(NC(=O)CSc2ccc(-c3ccncc3)nn2)cc1
  1%, -5%, ?, 1.3%, ·, -19%, ?
[47] O=C(CC12CC3CC(CC(C3)C1)C2)N/N=C\c1ccc[nH]1
  -3%, 3%, 9%, 1.1%, ·, 4%, -1%
[48] CC(C)(C)n1nc2c(c1NC(=O)c1ccc(Br)o1)CS(=O)C2 (configuration not stated)
  2%, 2%, 3%[46.1 µM], -0.3%, 16%, 3%, 0%[38.3 µM]
[49] COc1cc(-c2nnc(SCc3c(F)cccc3Cl)o2)cc(OC)c1OC
  ?, -3%, -13%[46.1 µM], 0.0%, ?, 1%, 40%[activator][38.3 µM]
[50] CC1C/C(=N\NC(=S)NC(C)C)CC(C)(C)C1 (configuration not stated)
  -2%, -4%, ?, 0.8%, 3%, -5%, 24%[38.3 µM]
[51] COc1ccccc1CNC(=O)C(C)Sc1ccc(C)cc1 (configuration not stated)
  11%, -5%, 32%, 3.8%, 25%[46 µM], -3%, 14%
[52] COc1ccc(Cl)cc1NC(=O)NCCCl
  3%, -5%, 5%[46.1 µM], -0.6%, 0%, 7%, -15%[38.3 µM]
[53] O=[N+]([O-])c1ccc(Oc2cccnc2)nc1
  0%, ·, -20%, -3.3%, ·, 9%, ·
[54] CN1CCC(NC(=O)c2ccncc2)CC1
  13%, -4%, 16%, -0.6%, 5%[46 µM], -5%, 7%
[55] CC(=O)Nc1ccc(NC(=O)CCC(=O)OCC(=O)c2ccc(C)c([N+](=O)[O-])c2)cc1
  -5%, ·, 0%, 0.0%, ·, 1%, -5%
[56] CC1CC(C)CN(C2CCN(Cc3cccnc3)CC2)C1 (configuration not stated)
  7%, -3%, 3%[46.1 µM], 0.1%, 1%, 9%, 32%[activator][38.3 µM]
[57] Cc1occc1C(=O)N1CCN(c2ccc(Cl)c(Cl)c2)CC1
  -4%, -1%, -17%[46.1 µM], -2.3%, ?, -5%, 8%
